Cdc42 wt: modulators (inhibitors or activators) of GTP binding to human Cdc42 wildtype; percent activity (GTP binding), % at 10 µM; 190,000 tested, 0.2% active; GST-Cdc42 beads, Bodipy-GTP binding, flow cytometry; actives lie on both sides;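 active = percent activity GTP binding at least 20 points away from the 100% baseline, either down as inhibitor or up as activator; inconclusive = compound flagged as likely green fluorescent from well-wide comparison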;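 note: median bead fluorescence of bound Bodipy-FL-GTP at 100 nM; 0% = excess unlabeled GTP control and 100% = no compound control; below 100% means less GTP binding so inhibitor and above means activator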
Target sequence (P60953 whole entry, looked up): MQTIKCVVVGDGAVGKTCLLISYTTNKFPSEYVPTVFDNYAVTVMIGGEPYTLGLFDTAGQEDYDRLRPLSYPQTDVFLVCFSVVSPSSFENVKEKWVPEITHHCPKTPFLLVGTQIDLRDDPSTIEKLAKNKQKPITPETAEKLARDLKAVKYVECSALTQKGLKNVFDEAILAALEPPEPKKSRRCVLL
Rac1 mut GTP: modulators of GTP binding to human Rac1 activated mutant | P63000 | GST-Rac1 activated beads, fluorescent GTP binding, flow cytometry; actives lie on both sides; 100% means binding = to untreated wells | percent activity (GTP binding), % at 10 µM | 190,000 tested, 0.11% active | AID 764;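 active = GTP binding at least 20 percentage points away from the 100% baseline, in either direction, so actives lie on both sides; inconclusive = Compound likely fluorescent itself, or too few beads counted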
Rab2A wt mod: changes GTP binding to wildtype dog Rab2A, up or down; P61105; GST-Rab2 wt beads, Bodipy-GTP binding, flow cytometry; GTP binding activity, % at 10 µM; 190,000 tested, 0.19% active; AID 760;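 active = GTP binding activity at least 20 points away from 100%, either lowered or raised; inconclusive = signal likely due to the compound's own green fluorescence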;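 note: 0% = beads with excess unlabeled GTP and 100% = no-compound control corrected for plate trend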
ABCG2 inh: inhibitors of human ABCG2 transporter, ABCB1 counter-screen; Q9UNQ0; IgMXP3 cells, JC-1 efflux, flow cytometry; inhibition, % at 6.6 µM; 190,000 tested, 0.1% active; AID 1325;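 active = inhibition above 80%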;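 note: 0% = DMSO and 100% = nicardipine control wells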
Target sequence (Q9UNQ0 whole entry, looked up): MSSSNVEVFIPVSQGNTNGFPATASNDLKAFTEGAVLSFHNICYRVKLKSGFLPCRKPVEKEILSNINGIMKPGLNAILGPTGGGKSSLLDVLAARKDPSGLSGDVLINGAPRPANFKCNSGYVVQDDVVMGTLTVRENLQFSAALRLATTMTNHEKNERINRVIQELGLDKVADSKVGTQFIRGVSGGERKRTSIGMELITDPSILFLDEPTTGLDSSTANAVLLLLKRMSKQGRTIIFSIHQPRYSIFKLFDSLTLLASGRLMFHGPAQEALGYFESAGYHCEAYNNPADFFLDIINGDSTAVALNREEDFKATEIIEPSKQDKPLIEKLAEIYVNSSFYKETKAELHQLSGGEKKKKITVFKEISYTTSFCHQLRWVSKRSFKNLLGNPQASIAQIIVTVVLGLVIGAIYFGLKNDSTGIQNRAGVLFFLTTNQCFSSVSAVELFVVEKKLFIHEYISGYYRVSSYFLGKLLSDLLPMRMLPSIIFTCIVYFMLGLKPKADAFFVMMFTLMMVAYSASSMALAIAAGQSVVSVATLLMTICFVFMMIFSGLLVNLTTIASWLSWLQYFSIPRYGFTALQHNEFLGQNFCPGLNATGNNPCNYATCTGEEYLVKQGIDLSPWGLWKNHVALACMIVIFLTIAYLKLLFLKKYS
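Test system: IgMXP3 (ABCG2) plus far-red-tagged CCRF-Adr (ABCB1) cells / Amount: 3 million cells/mL in well / Reagent: JC-1 transporter substrate / Timing: 10 min compound exposure, 25 °C / Signal: flow cytometry, 530 nm JC-1 signal / Read-out: percent efflux inhibition, scaled nicardipine 100% to DMSO 0% / Benchmarks: nicardipine as high control, DMSO as low control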
Rac1 wt GTP bind: modulators of human Rac1 wildtype GTP binding | P63000 | GST-Rac1 beads, fluorescent GTP binding, flow cytometry; actives lie on both sides; 0 = cold GTP competed, 100 = untreated | GTP binding activity (% of control), % at 10 µM | 190,000 tested, 0.27% active;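 active = GTP binding activity at least 20 points away from the 100% control level, either lower or higher; inconclusive = compound flagged as likely green fluorescent, judged across all proteins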
ABCB1 inh: blocks JC-1 efflux by human ABCB1 transporter; CCRF-Adr cells, flow cytometry; inhibition, % at 6.6 µM; 190,000 tested, 0.067% active; AID 1326; in the data active = inhibition above about 40%;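 note: 0% = vehicle and 100% = reference inhibitor; higher value means more JC-1 retained so stronger ABCB1 efflux block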
Rab7 wt GTP bind: alters GTP binding to wildtype dog Rab7; GST-Rab7 beads, fluorescent GTP binding, flow cytometry; actives lie on both sides; untreated = 100%, excess cold GTP = 0%; GTP binding activity (percent of control), % at 10 µM; 190,000 tested, 0.055% active; AID 758;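 active = fluorescent GTP binding to Rab7 beads changed by at least 20 points from the 100% baseline, either direction, mostly lower; inconclusive = compound itself probably fluorescent, or too few beads counted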;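 note: median green fluorescence of bound Bodipy-FL-GTP per Rab7 bead population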
HRas wt GTP bind: modulators of GTP binding to human HRas wildtype; GST-Ras wt beads, Bodipy-FL-GTP binding, flow cytometry; actives lie on both sides; GTP binding activity, % at 10 µM; 190,000 tested, 0.14% active;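 active = GTP binding activity at least 20% away from the 100% baseline, either lowered as inhibitor or raised as activator; inconclusive = flagged as likely green fluorescent, judged across all proteins in the well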;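 note: 0% = unlabeled GTP competition control and 100% = no-compound control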
Target sequence (P01112 whole entry, looked up): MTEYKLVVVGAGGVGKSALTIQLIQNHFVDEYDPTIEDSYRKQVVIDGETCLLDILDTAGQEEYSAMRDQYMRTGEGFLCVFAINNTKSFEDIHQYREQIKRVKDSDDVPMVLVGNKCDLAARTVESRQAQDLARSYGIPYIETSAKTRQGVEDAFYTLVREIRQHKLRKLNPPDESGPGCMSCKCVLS
Pf gamet viab: kills late stage P. falciparum gametocytes; inhibition, % at 10.9 µM; 150,000 tested, 0.065% active; AID 743093; P. falciparum stage V gametocytes, ATP luminescence, 24 h;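 active = inhibition above the mean plus 3 SD of compounds within the control limits, set per campaign, cut at about 38% in these data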;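 note: 0% = DMSO wells and 100% = medium only without gametocytes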
GSH bead fluor: compound fluoresces at 488/530 nm on GSH beads. GSH beads flow cytometry, compound fluorescence 488/530 nm; stronger effect = higher value. 190,000 tested, 0.25% active. fluorescence (KMESF) at 10 µM; in the data active = fluorescence above about 89;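 note: glutathione beads carrying GST-tagged Bcl family fusion proteins plus one bare bead set; values are compound well signal with DMSO vehicle wells as background; inactives centre near 16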
Avidin fluor: avidin bead compound fluorescence profile. Avidin beads, compound fluorescence 488/530 nm, flow cytometry; stronger effect = higher value. fluorescence (KMESF) at 10 µM. 220,000 tested, 0.38% active. AID 1775; in the data active = fluorescence above about 47; note: inactives centre near 10
The depositor's hits bear a star; ? = inconclusive; . = not tested or not shown.

SMILES	Cdc42 wt	Rac1 mut GTP	Rab2A wt mod	ABCG2 inh	Rac1 wt GTP bind	ABCB1 inh	Rab7 wt GTP bind	HRas wt GTP bind	Pf gamet viab	GSH bead fluor	Avidin fluor
O=C(Nc1nc2ccccc2s1)c1cc(-c2ccco2)nc2ccccc12	98.0	97.0	97.0	12.1	97.0	1.4	96.0	97.0	18.6	18	14
CCC(CC)C(=O)N1c2ccc(F)cc2CCC1C (stereo not drawn)	108.0	98.0	102.0	0.5	108.0	0.1	102.0	102.0	.	10	21
O=C(Nc1ccccc1C(=O)N1CCCC1)C1COc2ccccc2O1 (stereo not drawn)	97.0	99.0	98.0	0.5	100.0	0.6	108.0	100.0	-12.6	9	27
COc1ccc(OCCCC(=O)NC(C)c2ccccc2)cc1 (stereo not drawn)	98.0	97.0	98.0	12.5	103.0	2.4	103.0	99.0	-3.4	34	13
Cc1nc2nc(C)c(CCC(=O)N3CCN(c4ccccn4)CC3)c(C)n2n1	101.0	101.0	101.0	3.9	106.0	1.3	98.0	101.0	.	22	29
COc1ccc(-c2cnnc(N/N=C/c3c(C)nn(-c4ccccc4)c3Cl)n2)cc1	97.0	100.0	100.0	1.3	100.0	0.6	98.0	101.0	-30.7	10	3
COc1ccc(C2=NOC(C(=O)N3CCN(c4ccccc4OC)CC3)C2)cc1 (stereo not drawn)	101.0	99.0	101.0	0.6	104.0	0.6	97.0	99.0	.	21	6
Cc1ccc(S(=O)(=O)N2CCC(C(=O)OCC(=O)N3CC(=O)Nc4ccccc43)CC2)cc1	104.0	100.0	102.0	7.7	103.0	0.5	99.0	104.0	-34.9	53	12
O=C(NNC(=S)Nc1ccc(F)c(Cl)c1)C1CC1	97.0	98.0	95.0	3.5	102.0	0.3	96.0	99.0	3.4	20	5
CC(C)(C)c1nnc2sc(SCC(=O)c3cccs3)nn2c1=O	101.0	100.0	100.0	10.5	109.0	-0.1	99.0	102.0	-36.8	38	9
Cc1c(Cl)cccc1N(CC(=O)O)S(C)(=O)=O	98.0	99.0	100.0	16.8	101.0	1.4	99.0	100.0	.	13	6
O=C1CCCN1c1nccs1	93.0	98.0	96.0	3.0	96.0	0.5	97.0	97.0	21.3	10	23
Cc1cc(C(=O)NCc2cccs2)n(-c2ccccc2)n1	103.0	98.0	100.0	1.4	102.0	0.8	97.0	99.0	.	23	7
COc1cc(OC)cc(C(=O)Nn2cc(C(=O)N3CCN(C)CC3)c3ccccc3c2=O)c1	100.0	101.0	101.0	-1.0	104.0	-1.6	102.0	100.0	10.3	38	6
CCc1cccc2c(C#N)cn(CC(=O)NCCOC)c12	?	?	?	0.6	?	0.1	?	?	.	22	29
Cc1ccc(C(=O)Nc2nc(=O)n(C(=O)c3ccccc3Cl)s2)cc1	98.0	97.0	98.0	12.3	103.0	0.0	96.0	98.0	11.0	38	14
CC(C)CC(=O)N(c1ccc(F)cc1)C1C=CS(=O)(=O)C1 (stereo not drawn)	97.0	94.0	96.0	0.1	95.0	-0.1	93.0	98.0	-5.3	31	7
Cn1nnc2cc(C(=O)NCCC3=CCCCC3)ccc21	99.0	96.0	98.0	7.8	100.0	0.6	100.0	101.0	.	29	13
CCC(=O)Nc1ccccc1Sc1ncnc2scc(-c3ccccc3)c12	100.0	99.0	99.0	4.7	102.0	1.6	100.0	100.0	-10.8	18	14
CC(=O)NC1=NN(C(C)=O)C(c2cccs2)S1 (stereo not drawn)	104.0	99.0	102.0	-1.9	103.0	-0.1	98.0	101.0	.	13	4
Cc1ccc(CSCC(=O)N2CCN(Cc3ccc4c(c3)OCO4)CC2)cc1	97.0	97.0	98.0	0.7	101.0	0.1	98.0	97.0	-35.0	18	24
CN1CCN(c2nc(-c3ccccc3)ncc2S(=O)(=O)c2ccccc2)CC1	97.0	97.0	97.0	6.9	100.0	5.0	92.0	99.0	-7.7	17	6
CCC(C)NC(=O)c1nc2c(nnn2Cc2ccccc2Cl)c(=O)[nH]1 (stereo not drawn)	90.0	93.0	95.0	5.6	95.0	0.6	104.0	96.0	.	15	11
CCCNC(=O)c1c[nH]c2ccc(S(=O)(=O)N(C)c3ccc(OCC)cc3)cc2c1=O	97.0	101.0	97.0	-1.7	101.0	-0.7	98.0	100.0	-1.8	60	4
CSc1ccccc1-c1n[nH]c(=S)o1	100.0	95.0	99.0	1.5	101.0	1.4	103.0	99.0	20.9	72	8
CCCN(CCC)CCCNC(=O)CC1Nc2ccccc2NC1=O (stereo not drawn)	98.0	97.0	100.0	0.0	98.0	-0.3	97.0	97.0	.	32	9
CCOc1ccc(N=Nc2c(=O)[nH]n3c(=O)cc(C)[nH]c23)cc1	90.0	92.0	89.0	-0.1	92.0	0.0	91.0	90.0	.	14	33
CC(C)(C)c1nc2c(Br)cc(Br)cc2c(=O)o1	102.0	100.0	100.0	-7.8	105.0	-0.5	106.0	101.0	10.1	23	11
CCOC(=O)c1sc2nc(C)nc(Nc3ccc(OC)c(OC)c3)c2c1C	90.0	96.0	95.0	4.7	89.0	0.7	105.0	94.0	-3.2	11	11
CC(C)CC(=O)Nc1nnn(C)n1	?	?	?	0.8	?	0.1	?	?	7.8	9	10
COc1ccccc1N/C(N)=N/c1nc(CSc2ccc(C)cc2)cc(=O)[nH]1	102.0	97.0	100.0	9.6	101.0	1.0	99.0	98.0	.	18	8
CCOC(=O)C1CCC(CN(Cc2ccccc2C)S(=O)(=O)c2ccc([N+](=O)[O-])cc2)CC1 (stereo not drawn)	103.0	96.0	102.0	19.5	105.0	1.5	105.0	103.0	.	24	8
O=C(NNc1cc(N2CCOCC2)nc(N2CCOCC2)n1)c1ccc([N+](=O)[O-])cc1	98.0	98.0	100.0	2.3	101.0	0.3	103.0	99.0	.	10	12
COc1ccc(-c2cc(C(=O)Nc3c(C)n(C)n(-c4ccccc4)c3=O)no2)cc1OC	100.0	92.0	95.0	6.0	96.0	0.1	96.0	94.0	-35.2	24	10
O=C(NCCS(=O)CCNC(=O)C(F)(F)F)C(F)(F)F	103.0	100.0	103.0	-9.2	105.0	-0.6	104.0	102.0	.	14	6
O=C(NCC(c1cccnc1)N1CCN(c2ccccc2F)CC1)C1CCCCC1 (stereo not drawn)	102.0	96.0	98.0	0.5	98.0	1.1	97.0	97.0	.	38	5
O=C1CC(c2ccc(S(=O)(=O)NCc3ccncc3)cc2)CN1 (stereo not drawn)	100.0	99.0	101.0	0.4	102.0	0.4	101.0	101.0	.	25	5
Cc1ccc(S(=O)(=O)Nc2ccccc2C(=O)OC(C)C(=O)Nc2ccc3ccccc3c2)cc1[N+](=O)[O-] (stereo not drawn)	98.0	100.0	94.0	-5.1	98.0	-0.3	95.0	98.0	.	13	5
O=[N+]([O-])c1ccc(Nc2nc(Cl)nc(NCCO)n2)cc1	86.0	91.0	87.0	65.9	82.0	2.5	92.0	92.0	3.5	10	14
O=C(Cc1ccccc1)N1CCN(S(=O)(=O)c2cccc([N+](=O)[O-])c2)CC1	93.0	93.0	94.0	5.1	90.0	1.8	100.0	94.0	27.8	12	11

No new results follow: an excerpt of the list.
SMILES	Cdc42 wt	Rac1 mut GTP	Rab2A wt mod	ABCG2 inh	Rac1 wt GTP bind	ABCB1 inh	Rab7 wt GTP bind	HRas wt GTP bind	Pf gamet viab	GSH bead fluor	Avidin fluor
O=C(NNc1cc(N2CCOCC2)nc(N2CCOCC2)n1)c1ccc([N+](=O)[O-])cc1	98.0	98.0	100.0	2.3	101.0	0.3	103.0	99.0	.	10	12
COc1ccc(-c2cc(C(=O)Nc3c(C)n(C)n(-c4ccccc4)c3=O)no2)cc1OC	100.0	92.0	95.0	6.0	96.0	0.1	96.0	94.0	-35.2	24	10
O=C(NCCS(=O)CCNC(=O)C(F)(F)F)C(F)(F)F	103.0	100.0	103.0	-9.2	105.0	-0.6	104.0	102.0	.	14	6
O=C(NCC(c1cccnc1)N1CCN(c2ccccc2F)CC1)C1CCCCC1 (stereo not drawn)	102.0	96.0	98.0	0.5	98.0	1.1	97.0	97.0	.	38	5
O=C1CC(c2ccc(S(=O)(=O)NCc3ccncc3)cc2)CN1 (stereo not drawn)	100.0	99.0	101.0	0.4	102.0	0.4	101.0	101.0	.	25	5
Cc1ccc(S(=O)(=O)Nc2ccccc2C(=O)OC(C)C(=O)Nc2ccc3ccccc3c2)cc1[N+](=O)[O-] (stereo not drawn)	98.0	100.0	94.0	-5.1	98.0	-0.3	95.0	98.0	.	13	5
O=[N+]([O-])c1ccc(Nc2nc(Cl)nc(NCCO)n2)cc1	86.0	91.0	87.0	65.9	82.0	2.5	92.0	92.0	3.5	10	14

Carrying on:
SMILES	Cdc42 wt	Rac1 mut GTP	Rab2A wt mod	ABCG2 inh	Rac1 wt GTP bind	ABCB1 inh	Rab7 wt GTP bind	HRas wt GTP bind	Pf gamet viab	GSH bead fluor	Avidin fluor
Cc1ccc(S(=O)(=O)NC2=NCN(CCc3ccccc3)CN2)cc1	106.0	99.0	102.0	15.5	106.0	0.2	100.0	101.0	.	19	36
O=c1c2ccccc2nc2n1C(CBr)CS2 (stereo not drawn)	99.0	96.0	95.0	2.9	100.0	0.8	100.0	94.0	-3.6	20	9
CCCC(=O)Nc1nnc(CC(=O)N2CCCC2)s1	91.0	92.0	92.0	-0.1	86.0	-0.1	96.0	91.0	.	57	7
Cc1cccc2c(=O)cc(C)n(CC(=O)N3CCCCC3)c12	109.0	102.0	108.0	3.7	105.0	1.2	98.0	106.0	-5.6	18	8
O=C(CN1C(=O)C2C3CC(C(Br)C3Br)C2C1=O)OCC(=O)c1cccc([N+](=O)[O-])c1 (stereo not drawn)	96.0	97.0	97.0	1.5	99.0	0.4	97.0	98.0	-4.3	13	9
O=C(c1cccn2c(=O)c3ccc(Cl)cc3nc12)N1CCN(Cc2ccc3c(c2)OCO3)CC1	101.0	100.0	100.0	17.9	107.0	4.9	105.0	103.0	.	30	13
COc1ccc(/C=C/C(=O)NCCSCc2ccco2)cc1	103.0	100.0	100.0	5.9	101.0	.	98.0	100.0	.	11	4
CCCCN(C)CCCNC(=O)Cn1c(=O)sc2ccccc21	99.0	98.0	97.0	-0.3	98.0	-0.1	97.0	97.0	.	24	5

Screening results as filed in PubChem.
